TIM10 inh – growth inhibitors of TIM10 yeast strain; S. cerevisiae TIM10 strain growth, BacTiter-Glo luminescence, 24 h; inhibition, % at 10 µM; actives 1.4% (n = 330,000);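 active means inhibition of 40% or more at the single tested concentration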;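 further: wild-type TIM10 isogenic control strain grown at permissive 25 °C; 0% = DMSO yeast wells and 100% = minimal medium wells without yeast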
tim10-1 inh – tim10-1 yeast growth inhibition. S. cerevisiae tim10-1 ts strain growth, BacTiter-Glo, 24 h. inhibition, % at 20 µM. actives 2.2% (n = 330,000). AID 463190;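 active means inhibition of at least 40%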;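 further: mutant grown at 25 °C; 0% = DMSO wells with yeast and 100% = wells holding no yeast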
tim23-1 inh – inhibits growth of tim23-1 mutant yeast; S. cerevisiae tim23-1 growth, BacTiter-Glo luminescence, 24 h; actives 1.3% (n = 330,000); inhibition, % at 20 µM;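 active means growth inhibition of the mutant yeast at or above 50%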;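 further: temperature-sensitive mutant grown at 25 °C; plate controls were DMSO-treated mutant yeast for no effect and medium wells lacking yeast for full effect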
697 NFkB inh – lowers PMA/ionomycin-induced NF-kB signal in 697 B cells; inhibition, % at 4 µM; 697 B-cell NF-kB luciferase reporter, 16 h; actives 0.33% (n = 330,000); AID 435022; in the data active means inhibition above about 35%
Mdm2-MdmX inh – disrupts the human Mdm2-MdmX interaction; O15151+Q00987; SaOS-2 split-luciferase Mdm2/MdmX complementation, luminescence; inhibition, % at 8 µM; actives 3% (n = 330,000);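 active means inhibition of at least 50% at 8 µM in the primary screen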
Target sequence (O15151 whole entry, looked up): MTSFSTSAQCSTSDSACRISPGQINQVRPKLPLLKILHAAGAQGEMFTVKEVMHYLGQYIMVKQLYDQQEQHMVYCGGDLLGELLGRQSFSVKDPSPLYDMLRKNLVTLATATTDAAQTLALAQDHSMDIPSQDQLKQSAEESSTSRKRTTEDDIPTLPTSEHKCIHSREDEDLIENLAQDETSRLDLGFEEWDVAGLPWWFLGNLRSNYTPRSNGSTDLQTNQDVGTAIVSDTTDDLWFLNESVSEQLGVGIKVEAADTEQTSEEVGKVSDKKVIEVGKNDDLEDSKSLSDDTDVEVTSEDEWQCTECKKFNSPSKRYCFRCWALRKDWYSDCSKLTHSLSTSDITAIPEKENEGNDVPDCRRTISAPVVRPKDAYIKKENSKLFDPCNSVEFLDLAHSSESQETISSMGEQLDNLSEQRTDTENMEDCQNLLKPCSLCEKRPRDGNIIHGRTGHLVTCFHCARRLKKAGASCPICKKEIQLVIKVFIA
Target sequence (Q00987 whole entry, looked up): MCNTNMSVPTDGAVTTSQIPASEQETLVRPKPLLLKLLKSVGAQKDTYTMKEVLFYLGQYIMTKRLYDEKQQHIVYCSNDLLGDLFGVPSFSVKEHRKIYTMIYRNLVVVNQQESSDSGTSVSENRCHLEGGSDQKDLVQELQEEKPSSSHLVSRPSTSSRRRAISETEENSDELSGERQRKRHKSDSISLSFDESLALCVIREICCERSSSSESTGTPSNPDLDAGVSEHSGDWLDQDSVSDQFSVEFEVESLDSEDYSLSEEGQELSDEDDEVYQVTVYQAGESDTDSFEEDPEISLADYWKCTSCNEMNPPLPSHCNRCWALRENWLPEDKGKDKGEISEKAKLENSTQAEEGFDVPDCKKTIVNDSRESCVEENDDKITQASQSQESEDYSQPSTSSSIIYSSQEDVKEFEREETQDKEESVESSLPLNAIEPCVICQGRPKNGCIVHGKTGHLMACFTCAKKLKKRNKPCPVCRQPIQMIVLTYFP
CHOP UPR activ – apoptotic UPR (CHOP) activation; CHO-CHOP luciferase reporter, luminescence; percent of tunicamycin response over DMSO baseline; activation, % at 10 µM; actives 0.34% (n = 330,000); AID 449763;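 active means at 10 µM dose, activation of 40% or more, normalized to positive control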;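 further: 100% = tunicamycin at 10 µg/mL and 0% = DMSO alone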
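Test system: CHO CHOP reporter cells. Input: 500 CHO-CHOP cells per well. Medium: F12 with 10% FBS. Technique: luciferase luminescence. Measure: percent activation relative to tunicamycin control. Dosing: 10 µM compound, 0.5% DMSO. Timing: 16-18 h cell attachment, then 6 h compound exposure, 37 °C.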
Jurkat NFkB inh – inhibitors of the PMA/ionomycin-induced NF-kB reporter in Jurkat cells; AID 435003; PMA/ionomycin-induced NF-kB luciferase reporter, luminescence; actives 0.53% (n = 330,000); inhibition, % at 4 µM; in the data active means inhibition above about 50%
UPR XBP1 act – activators of adaptive arm of unfolded protein response (XBP1). CHO-XBP1 luciferase reporter, IRE1-XBP1 UPR activation, luminescence; percent of tunicamycin response, DMSO as zero. actives 0.33% (n = 330,000). activation, % at 20 µM;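 active means versus positive control, 20 µM dose yields 30% or more activation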;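 further: 100% = tunicamycin at 10 µg/mL and 0% = DMSO only wells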
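Material: IRE1-XBP1 luciferase reporter CHO line / Quantity: one thousand reporter cells per well / Buffer or medium: F12 with 10% serum / Compound: 20 µM single concentration, DMSO 1% / Times: 6 h treatment, 37 °C / Detection: Steady-Glo luciferase glow luminescence, 10 min after reagent addition / Benchmarks: tunicamycin high, DMSO low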
Starred values were filed as active, the others as inactive; . = no result given.

SMILES | TIM10 inh | tim10-1 inh | tim23-1 inh | 697 NFkB inh | Mdm2-MdmX inh | CHOP UPR activ | Jurkat NFkB inh | UPR XBP1 act
COc1cccc(N(CC(=O)NCC2CCCO2)C(=O)CNS(=O)(=O)c2ccccc2)c1 (stereo not drawn) | 6 | -10 | -1 | 7 | -12 | -0.4 | 4 | -2
COc1ccc(S(=O)(=O)Nc2c(O)c3ccccc3oc2=O)cc1 | -9 | 8 | 11 | 9 | 3 | 0.4 | 4 | -2
Cc1cccc(C)c1NC(=O)CN(C)C(=O)[C@H](C)NC(=O)c1ccco1 | 1 | -8 | -7 | 30 | 16 | 0.1 | 12 | 0
CCc1ccc(C(=O)CCC(=O)Nc2cccc(S(=O)(=O)N3CCCCC3)c2)cc1 | 5 | 29 | 23 | -13 | 17 | 2.1 | 4 | -1
CC1C=CCC2C(=O)N(c3ccccc3OC(=O)c3ccco3)C(=O)C12 (stereo not drawn) | 1 | 22 | 5 | 6 | 13 | 1.4 | 0 | -4
N/C(=N\O)c1ccncc1 | 24 | 8 | 17 | 10 | 10 | 1.7 | -1 | -3
NS(=O)(=O)c1cccc(NC(=O)CSc2nc3ccccc3c(=O)n2CCCN2CCOCC2)c1 | 14 | 2 | 0 | 8 | 38 | 0.5 | -4 | 1
Cc1c(C)n(-c2ccccc2)c2ncnc(NCCN(C)C)c12 | 2 | 20 | 0 | -33 | 19 | -0.4 | -29 | -1
CC(=O)N(O)CCCCCNC(=O)CCC(=O)N(O)CCCCCNC(=O)CCC(=O)N(O)CCCCCNC(=O)CCC(=O)O | -13 | 17 | 28 | 10 | 10 | 3.0 | . | 1
OC1(c2ccc(Br)cc2)CCNCC1 | -1 | -13 | 16 | 2 | 33 | -0.4 | 5 | 1
CCCS(=O)(=O)NCc1ccc2c(c1)cc(C)n2C | 5 | 16 | 12 | 1 | 10 | -2.6 | 14 | -5
C=CCOc1ccc(/C=C/C(=O)OCC(=O)NCc2cccs2)cc1 | 5 | 11 | -6 | 16 | 7 | 3.6 | -3 | 1
Cc1cc(C)n2nc(C(=O)NC(c3ccccc3)c3ccccc3)nc2n1 | -7 | 11 | 3 | 10 | 13 | 0.7 | 2 | -3
Cc1nn(-c2ccccc2)c(C)c1NC(=O)COC(=O)c1ccc(Cl)c(S(N)(=O)=O)c1 | 2 | 5 | 16 | -7 | 19 | 0.2 | 18 | -2
CSc1ccccc1C(=O)Nc1ncn[nH]1 | 6 | -4 | 11 | 2 | -4 | 1.6 | -7 | -5
OC(CCc1ccncc1)COc1ccccc1 (stereo not drawn) | 3 | -2 | 0 | 9 | 15 | -1.3 | 2 | -2
O=C(Cn1cnc2ccccc21)Nc1ccc(F)c(F)c1 | 9 | 17 | 6 | -24 | -3 | -1.1 | 21 | 0
CCn1ccnc1CNC(=O)c1ccc2oc(CCCc3ccccc3)nc2c1 | -1 | 5 | 3 | -19 | -3 | 0.3 | -7 | -3
CCOc1ccc2c(c1)s/c(=N\S(=O)(=O)c1ccc(OC)cc1)n2C(F)F | 21 | -1 | 17 | 3 | 10 | -0.4 | 10 | -2
CCOC(=O)CSc1nc2ccc(NC(C)=O)cc2s1 | 4 | 14 | 3 | 14 | -10 | 0.6 | -3 | -1
Cc1nnc(SCc2ccc(CC(=O)O)cc2)o1 | 11 | 8 | 21 | -11 | -9 | 0.1 | 8 | -1
CCOC(=O)c1c(C)[nH]c(NC(=O)NNC(=O)c2ccccc2Cl)c1C | 6 | -11 | -13 | 14 | -6 | 1.0 | -7 | 0
C=C1CCN(CC(=O)OC)S(=O)(=O)c2ccccc21 | 3 | 3 | 12 | 23 | -4 | 0.7 | 11 | -2
COc1ccc(NC(=O)c2nnn(CC(=O)Nc3ccccc3OC)c2N)c(OC)c1 | -10 | 7 | 5 | 1 | 68* | 2.2 | -1 | 1
COc1ccc(C(=O)Nn2c(C)nc3ccccc3c2=O)cc1Br | 0 | 19 | 29 | 1 | -27 | 0.6 | -5 | -4
CC(C)(C)c1ccc(C(=O)NCCC(=O)NCc2cccs2)cc1 | -1 | 5 | -9 | 14 | 0 | -0.4 | -6 | -4
CC(C)NS(=O)(=O)c1ccc(OCC(=O)NC2CCCCCC2)cc1 | -5 | 4 | 3 | 12 | 25 | -1.5 | 14 | -2
COc1ccc(-c2cccc(C3CC=CC4C3C(=O)N(Cc3ccccc3)C4c3ccc4ccccc4c3)c2)cc1 (stereo not drawn) | 35 | 29 | 31 | -67 | 29 | -3.3 | 7 | 1
CCN(CC)S(=O)(=O)c1ccc(S(=O)(=O)N2CCCC2C(=O)O)cc1 (stereo not drawn) | -20 | 6 | -5 | 13 | -3 | -1.4 | 1 | 0
Cc1ccc(S(=O)(=O)Nc2c3ccccc3nc(=O)n2-c2ccccc2)cc1 | 12 | 13 | -12 | -61 | -1 | 3.6 | -38 | 3
CCCCn1c(=O)[nH]c(=O)c2c1nc(-c1ccc(OC)c(Br)c1)n2CC(C)C | 27 | -9 | 17 | -14 | 15 | 0.5 | -11 | 3
CN(C)S(=O)(=O)c1cccc(NC(=S)N/N=C/C(=O)c2ccccc2)c1 | 33 | 34 | 18 | -1 | 15 | 0.3 | -18 | 1
Cc1ccccc1NC(=S)N1CCN(c2ccccc2)CC1 | -4 | -14 | -5 | 6 | 2 | 2.2 | -10 | -3
O=S(=O)(Nc1cc(Cl)ccc1N1CCOCC1)c1ccccc1Cl | 4 | 12 | 40 | 18 | 1 | -1.6 | 14 | -1
NC(=O)c1nsc(C(=O)N(Cc2ccccc2Cl)C(C(=O)NCC2CCCO2)c2ccc(O)cc2)c1N (stereo not drawn) | 2 | -8 | 2 | 27 | 11 | 0.1 | 4 | -1
C=CCn1cnc2c(c1=O)c1nc3ccccc3nc1n2/N=C/c1cc(OC)c(OC)c(OC)c1 | 30 | 39 | 44 | -27 | 86* | 20 | 40 | 11
CCOc1cccc(CNc2ccc(O)cc2)c1OCc1ccccc1Cl | 28 | 29 | 49 | -8 | 6 | -0.6 | 5 | 4
O=C(CSc1nnc(CNC(=O)c2cccs2)o1)Nc1cccc(Cl)c1 | 1 | 22 | 11 | 8 | 16 | 2.2 | 7 | -5
COC(=O)c1sccc1N/C=C(\C#N)S(=O)(=O)C(C)(C)C | 2 | 15 | 9 | -8 | -27 | 0.5 | -3 | 8
CN=C(NC)SC1CC(=O)N(c2ccccc2)C1=O (stereo not drawn) | -2 | 3 | 7 | 10 | -6 | 0.0 | -7 | -3
COc1ccc(NC(=S)N/N=C/c2cccn2Cc2ccc(F)cc2)cc1 | 25 | 17 | -10 | -30 | 18 | -0.1 | -1 | -1
CCOC(=O)c1ccccc1NC(=O)c1ccc(NS(C)(=O)=O)cc1 | 2 | 29 | 25 | -6 | 22 | -1.4 | -13 | 6
COc1ccc(NC2=NC3(CCCCC3)N=C(N)N2)cc1 | -16 | 0 | -2 | 17 | 10 | -3.6 | -6 | 8
CN(CC(=O)Nc1ccc(Cl)c(C(F)(F)F)c1)C(=O)C1CSC2(C)CCC(=O)N12 (stereo not drawn) | 6 | 13 | 15 | 0 | 14 | -1.7 | -11 | -4
NC(=O)/C(N=Nc1ccccc1)=N/Nc1ccccc1 | -67 | -14 | 4 | 2 | 10 | 0.0 | -4 | 6
CCOc1c2ccc(C(=O)NCCCCc3ccccc3)cc2nn1CC | -9 | -8 | 15 | -6 | -13 | 1.1 | 6 | -2
CC(C)(C)OC(=O)NCc1ccc(NC(=O)c2nc[nH]c2C(=O)NCCCNC(=O)c2[nH]cnc2C(=O)Nc2ccc(CNC(=O)OC(C)(C)C)cc2)cc1 | 9 | 9 | 14 | 10 | 86* | 3.4 | -7 | -1
CN1C(=O)c2ccc(NC(=O)c3ccc(Cl)cc3Cl)cc2C1=O | 13 | 10 | 15 | -28 | 6 | 2.9 | 12 | 0
Brc1ccc(-c2cnco2)cc1 | -2 | 0 | 17 | 0 | 5 | 1.2 | 8 | 1
COn1c(-c2ccccc2)c(C=O)c2ccccc21 | -12 | 12 | 32 | -9 | 26 | 2.9 | 11 | 1
O=C(NCc1ccccc1Cl)c1cnccn1 | -1 | 9 | -6 | -7 | 14 | -2.4 | -9 | -2
Cc1ccc(C)c(NC(=O)C(=O)NCc2ccccn2)c1 | -3 | -9 | 7 | -12 | -9 | -2.5 | 3 | -5
COc1ccc(CN2CCCC(N3CCc4ccccc4C3)C2)c(O)c1 (stereo not drawn) | -8 | 2 | -4 | -22 | 0 | 0.6 | -3 | -4
CCOC(=O)C1CCN(S(=O)(=O)c2cc(Cl)c(C)cc2OC)CC1 | -2 | 8 | 23 | 1 | 13 | 2.1 | -5 | -2
CCOc1ccccc1CN1CCNC(=O)C1CC(=O)NCc1cc(C)n(C)n1 (stereo not drawn) | 14 | 4 | 6 | 7 | -3 | 0.2 | 10 | -3
COc1cc(CCC(=O)OCC(=O)Nc2ccc(F)c(F)c2)cc(OC)c1OC | 0 | 19 | 19 | -19 | -25 | 3.3 | -3 | 2
COc1nc(-c2ccc3c(c2)OCO3)n(-c2ccc(NC(=O)CSc3ccccc3)cc2)n1 | 9 | 14 | 23 | 16 | 17 | 0.6 | 10 | 1
Cc1cnc(N)c2c(=O)oc3ccccc3c12 | 1 | 27 | 2 | -1 | 26 | 1.0 | -8 | 5
O=C(CN1C(=O)C(=O)N(C2CCCC2)C1=O)Nc1ccccc1OC(F)F | 6 | 7 | 10 | -1 | -28 | -0.7 | 2 | 1
CC(Oc1ccc2c(-c3ccccc3)cc(=O)oc2c1)C(=O)NC(Cc1c[nH]c2ccc(O)cc12)C(=O)O (stereo not drawn) | 4 | 6 | 14 | 21 | 8 | 0.6 | -2 | 0
Carrying on:
SMILES | TIM10 inh | tim10-1 inh | tim23-1 inh | 697 NFkB inh | Mdm2-MdmX inh | CHOP UPR activ | Jurkat NFkB inh | UPR XBP1 act
COc1ccc(-n2cccc2/C=C2\C(=N)N3N=C(c4ccco4)SC3=NC2=O)cc1 | 6 | 29 | 20 | -8 | -1 | -1.5 | 3 | -1
Cc1ccc(NC(=O)Cn2nc(C)c3ccccc3c2=O)cc1F | 0 | -32 | 2 | -2 | 2 | -0.6 | 2 | -2
O=C(CSc1nc2ccccc2o1)c1ccccc1 | -3 | 6 | 7 | -13 | 17 | 6.3 | -16 | 3
COc1cccc(-c2nc(CS(=O)(=O)CC(=O)NCCc3ccc(OC)cc3OC)c(C)o2)c1 | 18 | 24 | 23 | -57 | 11 | -0.1 | -22 | -5
COc1cccc(Cl)c1NC(=O)N1CCN(c2ccnc3cc(Cl)ccc23)CC1 | 8 | 17 | 17 | 16 | 24 | -0.9 | 10 | -2
CCSc1nc(C)nc2c1oc1ccccc12 | 2 | 24 | 13 | -26 | 18 | -0.3 | -19 | 8

Just UPR XBP1 act, for 3 of the compounds above:
| Structure | UPR XBP1 act |
| --- | --- |
| Cc1ccc(NC(=O)Cn2nc(C)c3ccccc3c2=O)cc1F | -2 |
| O=C(CSc1nc2ccccc2o1)c1ccccc1 | 3 |
| COc1cccc(-c2nc(CS(=O)(=O)CC(=O)NCCc3ccc(OC)cc3OC)c(C)o2)c1 | -5 |

Marked active in Mdm2-MdmX inh, of those listed so far:
molecule,697 NFkB inh,Mdm2-MdmX inh,Jurkat NFkB inh,UPR XBP1 act
COc1ccc(NC(=O)c2nnn(CC(=O)Nc3ccccc3OC)c2N)c(OC)c1,1,68*,-1,1
C=CCn1cnc2c(c1=O)c1nc3ccccc3nc1n2/N=C/c1cc(OC)c(OC)c(OC)c1,-27,86*,40,11
CC(C)(C)OC(=O)NCc1ccc(NC(=O)c2nc[nH]c2C(=O)NCCCNC(=O)c2[nH]cnc2C(=O)Nc2ccc(CNC(=O)OC(C)(C)C)cc2)cc1,10,86*,-7,-1
